# GalR3 antagonist – GalR3 antagonists in HEK293 cells, primary screen, cell-based, fluorescence readout | Galanin receptor type 3 (Homo sapiens), O60755 | HEK293 GalR3-CNG cAMP membrane potential fluorescence; galR3 body fused to GalR1 C-terminus | inhibition, % at 3 µM | 0.44% of 360,000 active | AID 651719, 2012;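 active = inhibition above the screen-wide average plus 3 SD, cut at about 13% in these data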;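 also: forskolin and galanin both at EC90 stimulate the cells; cAMP rise reported by CNG channel membrane potential dye signal; 0% = forskolin plus galanin with DMSO and 100% = forskolin alone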
# Target sequence (O60755 1-299 limits assumed): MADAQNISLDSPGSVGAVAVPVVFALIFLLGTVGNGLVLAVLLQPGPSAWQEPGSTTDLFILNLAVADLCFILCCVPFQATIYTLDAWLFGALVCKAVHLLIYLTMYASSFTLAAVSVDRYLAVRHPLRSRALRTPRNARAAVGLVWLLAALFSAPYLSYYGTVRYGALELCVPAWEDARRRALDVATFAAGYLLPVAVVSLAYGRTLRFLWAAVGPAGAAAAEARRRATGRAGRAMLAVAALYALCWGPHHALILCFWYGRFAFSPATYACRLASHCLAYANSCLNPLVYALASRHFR
# pCIP destab – p/CIP-EGFP fusion destabilizers, primary screen, fluorescence, F442A cells; 0.01% of 290,000 active; 16 h; decrease of EGFP signal, % at 10 µM; Q05BA5; AID 1984, 2009;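 active = EGFP signal decrease of at least 30% at 10 µM or well 3 SD below plate mean, unless failing retest; inactive = the rest, including hits failing retest or dose response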; also: some compounds called inactive have numbers as strong as hits; many of its hits are not listed in these tables
# CHRM4 PAM – human M4 muscarinic receptor positive allosteric modulators, primary screen, CHO-K1 cells, Fluo-8 calcium fluorescence; activation, % at 3 µM; CHO-K1 hM4/Gqi5, ACh EC20; 0% = ACh EC20, 100% = maximal ACh; 0.4% of 360,000 active;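 active = activation above its plate's cutoff, the mean activation of sample wells plus 3 SD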; also: some results filed as inactive read as strong as hits
# PHOSPHO1 block – PubChem AID 1565; 1.1% of 290,000 active; inhibition, % at 13.3 µM; Phosphoethanolamine/phosphocholine phosphatase (Homo sapiens), Q8TCT1; recombinant PHOSPHO1, absorbance phosphatase assay; in the data active = inhibition above about 60%
# MEKK3 PB1 HTS – modulators of MEKK3-MEK5 PB1 binding, primary screen, biochemical, wildtype MEKK3, multiplex bead flow cytometry, Alexa488-MEK5; bead-based flow cytometry, Alexa488-MEK5 binding to MEKK3; actives lie on both sides; 0 = blocked by unlabeled MEK5, 100 = vehicle; binding response (% of control), % at 10 µM; 1.4% of 290,000 active;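 active = binding response more than 3 SD above or below the average of its plate-row segment, actives on both sides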;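 also: Alexa488 bead fluorescence after subtracting the streptavidin-only scavenger bead signal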
# Target sequence (Q99759 whole entry, looked up): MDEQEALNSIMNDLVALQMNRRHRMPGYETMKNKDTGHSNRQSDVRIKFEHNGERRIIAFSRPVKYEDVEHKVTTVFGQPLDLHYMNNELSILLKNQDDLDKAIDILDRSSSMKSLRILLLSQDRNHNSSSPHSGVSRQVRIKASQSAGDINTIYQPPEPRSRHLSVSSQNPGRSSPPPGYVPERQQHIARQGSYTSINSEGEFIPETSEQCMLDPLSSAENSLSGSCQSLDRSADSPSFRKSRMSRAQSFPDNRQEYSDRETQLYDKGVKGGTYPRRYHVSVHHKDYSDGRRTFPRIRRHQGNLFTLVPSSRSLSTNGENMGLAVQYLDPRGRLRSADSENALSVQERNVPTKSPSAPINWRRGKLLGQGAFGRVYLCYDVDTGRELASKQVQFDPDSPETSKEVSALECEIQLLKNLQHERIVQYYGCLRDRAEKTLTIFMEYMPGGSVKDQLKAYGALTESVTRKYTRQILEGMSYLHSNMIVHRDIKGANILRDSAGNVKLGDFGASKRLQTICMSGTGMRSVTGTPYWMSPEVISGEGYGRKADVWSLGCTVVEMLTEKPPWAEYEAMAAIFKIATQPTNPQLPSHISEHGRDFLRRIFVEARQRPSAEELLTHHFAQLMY
# CRFR2-BP antag – antagonists of CRF-BP/CRF-R2 complex, primary screen, cell-based, HEK293, calcium dye fluorescence, uHTS; CRF-induced calcium fluorescence; inhibition, % at 11.8 µM; 0.59% of 350,000 active; AID 588475, 2011;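 active = inhibition of the ligand-induced calcium signal above about 50% at the single tested concentration, limit read from the data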
# IDE act – human IDE activators in live cells, primary screen, fluorescence polarization, HEK cells, FAbeta-B substrate; Insulin-degrading enzyme (Homo sapiens), P14735; FAbeta-B cleavage; 0% vehicle, 100% cell-free pure enzyme wells; activation, % at 5.96 µM; 0.073% of 340,000 active; AID 493087, 2011;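 active = activation above the mean of all tested compounds plus 3 SD, set per screening campaign, cut at about 17% in these data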
# CRFBP-R2 agonist – agonists of CRF-BP/CRF-R2 complex, primary screen, cell-based, HEK293, calcium dye fluorescence, uHTS. CRF-binding protein / CRF receptor 2 complex (human). calcium dye fluorescence (FLIPR); percent of saturating CRF peptide response. activation, % at 13.2 µM. 0.46% of 350,000 active. AID 588473, 2011;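 active = activation of at least 50%, plus an integration ratio under a set limit after plate pattern correction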;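 also: plate controls were neutral control wells without compound for no effect and CRF at EC100 for full effect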
# IDE cell inh – human IDE inhibitors in live cells, primary screen, fluorescence polarization, HEK cells, FAbetaB substrate. 0.41% of 320,000 active. Insulin-degrading enzyme (Homo sapiens), P14735. inhibition, % at 5.59 µM. FAbetaB cleavage;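 active = percent inhibition above the average of all tested compounds plus 3 SD, set per screening campaign, cut at about 16% in these data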;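 also: IDE supplied by intact live HEK cells; FP after avidin binding of uncleaved biotin substrate so inhibition keeps polarization high; 0% = DMSO wells and 100% = 60 µM reference IDE inhibitor Ii1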
# Numbers without * were called inactive; nt = not tested or not shown.
SMILES,GalR3 antagonist,pCIP destab,CHRM4 PAM,PHOSPHO1 block,MEKK3 PB1 HTS,CRFR2-BP antag,IDE act,CRFBP-R2 agonist,IDE cell inh
COc1ccc(-c2ccnc3c(Br)c(C)nn23)cc1,-3,nt,1,nt,nt,-6,3,-0.3,-1
O=C(N/N=C1\SCC(=O)N1CCc1ccccc1)c1cccs1,-3,-18,8,45,103,-28,7,15,8
OCCCNc1ncnc2scc(-c3ccc(Cl)cc3)c12,-10,-8,-10,23,105,-3,3,-0.2,nt
C=CCn1c(SCC(N)=O)nnc1-c1cc2c(s1)CCC(CC)C2 (configuration not stated),-3,-8,7,-14,101,-19,3,0.8,-4
CCCn1c(SCC(=O)NCc2ccccc2)n[nH]c1=O,1,2,5,24,101,-1,5,-0.2,-6
O=C(NC(=S)N1CCc2ccccc21)C1CCC1,-3,-1,-5,6,102,5,2,-3.2,-5
CC(=O)Nc1ccc(S(=O)(=O)NCCC(=O)Nc2ccc(C)c(F)c2)cc1,-9,0,-3,31,108,-3,4,0.1,2
O=C(/C=C/c1c(Cl)cccc1Cl)Nc1ccncc1,-4,-1,5,-9,99,-44,1,1.3,5
C[C@H](O)CNC(=O)c1[nH]cnc1C(=O)Nc1cccc(Cl)c1,0,nt,2,nt,nt,23,nt,-0.7,nt
CCSc1nnc(SCC(=O)N2CCN(C(=O)c3ccco3)CC2)s1,1,-26,1,8,95,0,-1,0.8,2
c1ccc(-c2cnc(C3CCCCC3)o2)cc1,3,nt,0,nt,nt,-25,4,-0.7,nt
CCC(=O)N1CCc2cc(Br)cc(S(=O)(=O)N3CCC(C(=O)NC(C)(C)C)CC3)c21,-7,1,2,23,94,0,2,1.4,0
O=C(O)CC(c1ccccc1)N1C(=O)c2cccc([N+](=O)[O-])c2C1=O (configuration not stated),-7,3,2,29,102,-2,1,0.7,-3
CCOC(=O)Cc1nc2nc(C)cc(C)n2n1,1,-5,-6,21,111,10,-1,-0.8,-1
COc1ccccc1CNC(=O)CN1C(=O)c2cccc(N)c2C1=O,-6,0,4,10,93,-13,-2,11,4

# Some values from above.
# CCCn1c(SCC(=O)NCc2ccccc2)n[nH]c1=O in CHRM4 PAM → 5
# O=C(NC(=S)N1CCc2ccccc21)C1CCC1 in CRFR2-BP antag → 5

# Additional results follow:
SMILES,GalR3 antagonist,pCIP destab,CHRM4 PAM,PHOSPHO1 block,MEKK3 PB1 HTS,CRFR2-BP antag,IDE act,CRFBP-R2 agonist,IDE cell inh
Nc1nc(N2CCCCC2)nc2ccccc12,-2,-2,-19,20,nt,3,2,-0.8,5
CCOC(=O)c1c(C)[nH]c(C(=O)Nc2cc(OCC)c(N3CCOCC3)cc2OCC)c1C,12,nt,-7,nt,nt,0,2,-1.8,1
O=C(N/N=C\c1ccc(-c2ccccc2[N+](=O)[O-])o1)C1COc2cc3ccccc3cc2O1 (configuration not stated),-2,-24,-8,37,99,-5,2,-0.1,-1
CCOc1cc(NS(=O)(=O)c2ccc(OC)cc2)c(OCC)cc1NC(C)=O,-6,-13,4,34,100,7,-2,-0.6,0
Cc1ccsc1/C=N/NC(=O)CNC(=O)c1cccc([N+](=O)[O-])c1C,1,-12,8,5,102,-4,-3,-0.8,6
COCCn1c(=O)[nH]c2cc(C(=O)NCC3CCCO3)ccc2c1=O (configuration not stated),-3,17,5,9,98,10,2,-1.0,6
CCS(=O)(=O)n1nc(-c2ccc(Cl)cc2)nc1N,-3,-12,3,-12,102,-4,5,-2.4,0
CN(C(=O)c1cccc(NC(=O)Cc2ccc(NC(=O)C3CCCN(C(=O)CCc4ccccc4)C3)cc2)c1)C1CC1 (configuration not stated),-2,nt,-4,nt,nt,4,7,-1.1,nt
O=C(c1ccccc1)N1CCN(c2ccc([N+](=O)[O-])c(NCC3CCCO3)c2)CC1 (configuration not stated),-3,2,5,33,105,6,5,-5.4,6
CC(C)(C)NC(=O)c1cccc(NC(=O)CSc2ccc(Cl)cc2)c1,-7,-4,0,1,92,-30,-6,-0.8,11
CCOC(=O)c1nnn(-c2nc(N3CCCC3)nc(N3CCCC3)n2)c1-c1ccccc1,-3,0,-1,19,nt,3,1,-2.8,-2
COc1ccc(S(=O)(=O)N(Cc2ccccc2)c2ccccc2C(=O)N2CCOCC2)cc1,-9,10,5,16,102,-6,0,-1.3,-3
CC(=O)Oc1ccc(/C=C2/C(=O)N(c3ccccc3)N=C2C)cc1,4,-4,-5,33,113,-13,1,0.6,9
CCN(CC)S(=O)(=O)c1ccc(C(=O)Nc2cc(S(=O)(=O)N3CCOCC3)ccc2O)cc1,-3,nt,2,nt,nt,0,2,-0.9,2
Cc1cnc(CN2CCc3c([nH]c4ccccc34)C2C2CCCCC2)[nH]1 (configuration not stated),-4,-1,-2,-9,103,5,-3,-2.4,1
CCC(C)(C)n1nnnc1C(c1cc2ccc(OC)cc2[nH]c1=O)N1CCN(C2CCCCC2)CC1 (configuration not stated),-4,-21,-5,-33,96,-21,2,0.9,9
c1ccc2c(c1)nc(-c1ccncc1)n2CCNc1nc(CN2CCCCC2)cs1,-6,-1,0,-94,108,25,5,-0.6,-2
Cc1cc(OCCCN2CCN(Cc3ccccc3)CC2)ccc1[N+](=O)[O-],-2,3,-28,-11,103,7,2,0.6,-2
O=[N+]([O-])c1ccc(N2CCN(CCOc3nonc3-c3ccccc3)CC2)c(Cl)c1,-7,-5,-6,45,89,1,1,0.2,-2
CCOC(=O)N1CCC(NC(=O)C2CCN(C(=O)c3cc4sccc4n3CC)CC2)CC1,0,5,-5,20,99,-10,0,3.6,1
Oc1cccc(CCc2ccccn2)c1,-7,nt,1,nt,nt,4,6,-3.1,nt
CCCCOC(=O)c1ccc(NC(=O)C(CCS(C)(=O)=O)NC(C)=O)cc1 (configuration not stated),-1,-18,-5,15,98,-14,0,1.5,0
COc1ccc(-c2noc(-c3ccccc3Cl)n2)cc1OC,-3,-17,3,-41,107,-1,0,0.1,4
CC1(CCc2ccccc2)NC(=S)N(c2ccccc2)N1 (configuration not stated),-2,-12,-15,-30,97,2,-4,0.2,-6
CCN(CC)CCCNC(=O)c1ccc2c(SCC(=O)O)c3c(nc2c1)CCC3,nt,-1,nt,7,99,nt,nt,nt,-1
CCOC(=O)c1nn(-c2ccc(C)cc2)c(=O)cc1OCC(=O)N1CCN(c2ccccc2)CC1,-1,nt,4,nt,nt,1,2,0.3,1
O=C(NNC(=O)c1cc2ccccc2cc1O)Nc1ccc(F)cc1F,-5,6,5,9,106,9,4,1.0,-2
Cc1cccc(-n2ccnc2SCC(=O)c2c(N)n(C3CC3)c(=O)[nH]c2=O)c1C,-4,nt,12,nt,nt,-6,4,-0.6,-3
Oc1c(Br)cc(Br)cc1C=Nc1cccc2ncccc12,-6,nt,-2,nt,nt,0,-1,7.3,2
Cc1ccc(C(=O)NNCC(=O)Nc2ccc(Cl)cc2F)cc1,-7,nt,17,nt,nt,-2,1,-0.3,-3
O=C(NCc1ccco1)c1ccc(Cn2c(=O)c3ccccc3n(Cc3cccc(Cl)c3)c2=O)cc1,-3,-10,10,0,120,-5,1,2.8,2
C=CCn1c(C)cc(C(=O)CSc2nnc(NCc3ccccc3)s2)c1C,-5,5,1,-3,96,-5,-2,-1.3,0
Cc1cccc(OCCSc2ncnc3nc[nH]c23)c1,-3,-13,-6,22,95,-9,-5,-1.3,0
CCOc1ccc(N(CC(=O)NC2CCCCC2)S(=O)(=O)c2c(C)noc2C)cc1,2,2,-1,0,108,-6,3,-1.2,5
Cc1ccccc1NC(=O)Cc1ccccc1,-3,-10,-2,8,115,6,7,0.6,-3
O=C(Nc1cccc(F)c1)NC1(C(=O)NCC2CCCO2)CCCCC1 (configuration not stated),-8,3,2,26,102,9,-1,0.1,-1
CC1CCc2sc(C(=O)N3CCC(C(N)=O)CC3)cc2C1 (configuration not stated),2,nt,5,nt,nt,1,3,0.3,-1
CCc1ccc(C(=O)COC(=O)c2ccc(-c3nnc(-c4ccccc4)o3)cc2)cc1,-5,-4,-8,-139,98,-15,2,12,-8
COc1cc(NC(=O)Cc2cccs2)cc(OC)c1,0,9,3,-5,102,3,-3,-0.7,0
Cc1ccc2c3c(c(SCC(=O)Nc4nonc4C)nc2c1)CCCC3,-7,5,-6,14,99,-30,10,1.5,0
CCCn1c(N)c(C(=O)CN2CCc3ccccc3C2)c(=O)n(C)c1=O,-7,10,3,11,102,-3,-2,0.4,7
CN(C)S(=O)(=O)c1cccc(CSc2cccc[n+]2[O-])c1,-4,-2,2,16,97,0,8,-0.3,4
O=c1c([N+](=O)[O-])cccn1Cc1cccc(Cl)c1,-2,-4,-2,-10,95,8,-4,-4.1,-4
COc1ccc(OC)c(C2=NOC(C(=O)NCc3cccs3)C2)c1 (configuration not stated),1,-3,-1,-11,93,2,4,0.7,5
O=C(NCCCN1CCOCC1)c1cc(-c2ccc(Cl)cc2)on1,-5,-9,5,-14,101,-6,-1,0.7,2
CC(C)C1C(=O)N(Cc2cn(Cc3ccco3)nn2)CCS(=O)(=O)N1Cc1ccc(-c2cccc(N(C)C)c2)cc1 (configuration not stated),-1,nt,18*,nt,nt,4,nt,0.7,nt
Cc1ccc(/C=N/NC(=O)CSc2nc3ccccc3n2Cc2ccccc2)o1,-6,2,-2,-30,111,-27,1,-2.4,-3
CCN(CC)Cc1cc(Nc2c3ccccc3nc3c4ccccc4n(C)c23)cc(CN(CC)CC)c1O,-4,nt,0,nt,nt,1,5,-4.6,nt
Clc1cccc(C2CCN(Cc3nc(COc4ccccc4)no3)C2)c1 (configuration not stated),1,7,-5,6,109,-12,4,2.6,-1
COc1cc2nc(/C=C/c3ccc(N(C)C)cc3)sc2cc1SC,-4,-131,-5,12,89,-486,-47,332*,70*
CCOc1ccc(CCNC(=O)CN2C(=O)NC3(CCCc4ccccc43)C2=O)cc1OCC (configuration not stated),0,nt,11,nt,nt,18,3,-0.5,4
CSCCC(NC(=O)c1ccccc1)C(=O)NCCc1ccccc1 (configuration not stated),-9,-12,1,23,101,3,1,-0.1,-2
O=C(CCNS(=O)(=O)c1ccc(Br)s1)N1CCN(c2ccccc2)CC1,0,-6,9,20,104,-19,-6,-1.7,nt
C[C@@H](C(=O)Nc1nccs1)N1C(=O)C2CC=CCC2C1=O (some centres not stated),4,nt,-1,nt,nt,3,2,-0.3,1
CCOC(=O)C(C)Oc1cccc2c(=O)n(CC(=O)NCCc3ccccc3)ccc12 (configuration not stated),-5,-9,-9,13,112,0,0,-1.4,3
CCOC(=O)/C(C(N)=NCC(C)C)=C(/O)c1ccccc1,-4,-2,4,61*,102,11,3,2.6,3
N#CC1=C(Nc2ccc(Br)cc2)CCC1,4,10,-3,23,95,14,3,-1.2,1
CC(C)Oc1ccc(/C(O)=C2/C(=O)C(=O)N(CCN3CCOCC3)C2c2ccccc2)cc1 (configuration not stated),1,-10,-1,-7,101,3,1,-2.4,1

# High-throughput results as filed in PubChem.
